PostGolgi ctrl – inhibits growth of the yeast control strain | hit rate 5% among 98,000 | efflux-deficient yeast background strain, growth absorbance A615, 16 h | inhibition, % at 10 µM
CYP2C19 inhib – inhibitors of human CYP2C19; P33261; CYP2C19 Supersomes, luciferin-H EGE luminescence, 30 min; inhibition, % at 5 µM; hit rate 21% among 96,000;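 active means CYP2C19 inhibition above a set limit at 5 µM in the primary screen, cut at about 50% in these data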;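 further: plate controls were negative control wells for no effect and 2.5 mM tranylcypromine positive control for full effect; values of inactives mirror those of a sister screen read the other way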
Target sequence (P33261 whole entry, looked up): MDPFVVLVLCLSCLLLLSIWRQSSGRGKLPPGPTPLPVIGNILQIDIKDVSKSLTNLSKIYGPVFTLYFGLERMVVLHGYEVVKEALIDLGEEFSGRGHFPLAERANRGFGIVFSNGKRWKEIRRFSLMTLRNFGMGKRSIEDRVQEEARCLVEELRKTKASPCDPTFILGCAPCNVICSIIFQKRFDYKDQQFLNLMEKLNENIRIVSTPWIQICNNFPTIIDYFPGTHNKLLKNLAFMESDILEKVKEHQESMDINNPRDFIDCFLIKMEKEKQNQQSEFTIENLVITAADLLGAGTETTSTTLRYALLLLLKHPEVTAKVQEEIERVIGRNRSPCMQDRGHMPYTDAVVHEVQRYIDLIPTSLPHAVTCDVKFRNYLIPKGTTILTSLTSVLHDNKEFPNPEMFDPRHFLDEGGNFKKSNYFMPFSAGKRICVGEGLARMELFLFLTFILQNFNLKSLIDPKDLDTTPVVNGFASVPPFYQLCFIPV
S1P2 agonist – S1P2 (human) receptor agonism; AID 729; activation, % at 4.5 µM; hit rate 0.46% among 97,000; O95136; S1P2-expressing cell line, agonist reporter read-out; in the data active means activation above about 16%;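 further: 0% = vehicle low control and 100% = maximal reference agonist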
Target sequence (O95136 whole entry, looked up): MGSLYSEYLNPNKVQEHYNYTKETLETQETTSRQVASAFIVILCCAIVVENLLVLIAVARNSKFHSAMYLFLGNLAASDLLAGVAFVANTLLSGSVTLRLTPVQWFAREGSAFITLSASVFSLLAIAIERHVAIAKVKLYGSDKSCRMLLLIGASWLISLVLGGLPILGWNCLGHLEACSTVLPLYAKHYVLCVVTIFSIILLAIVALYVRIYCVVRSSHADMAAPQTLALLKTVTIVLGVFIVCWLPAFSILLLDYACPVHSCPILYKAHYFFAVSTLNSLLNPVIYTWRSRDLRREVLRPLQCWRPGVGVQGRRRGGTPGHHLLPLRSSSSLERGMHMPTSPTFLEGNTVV
CYP2C19 act – activators of human cytochrome P450 2C19; 96,000 tested, under 10 active; recombinant CYP2C19, luciferin-H EGE luminescence; hits give high values; 0 = fully inhibited enzyme, 1 = untreated enzyme; activation factor at 5 µM;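 active means activation factor of at least 2 at 5 µM in the primary screen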;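 further: 0 = wells with 2.5 mM tranylcypromine and 1 = vehicle-only wells; values of inactives mirror those of a sister screen read the other way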
DAT uptake mod – modulates human dopamine transporter uptake under cocaine. AID 449768. hit rate 1.3% among 110,000. LLC-PK1 hDAT cells, [14C]-dopamine uptake with cocaine IC80; actives deviate in either direction. Q01959. B-score at 10 µM;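 active means Z score or B-score, a plate-position-corrected score, falls beyond the plate's 99.7% confidence bounds, in either direction; inactive means both scores lie inside the 99.7% bounds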;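 further: scored against the spread of the other compound wells on the same plate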
S1P2 blocker – blocks the human S1P2 receptor | inhibition, % at 5 µM | hit rate 0.21% among 97,000 | cell-based S1P2 antagonist assay, inhibition at 5 uM | O95136; in the data active means inhibition above about 45%;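 further: CRE beta-lactamase reporter cells expressing human S1P2 stimulated with S1P; 0% = agonist at EC80 alone and 100% = agonist plus reference antagonist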
sEH act – increases human soluble epoxide hydrolase activity; P34913; purified human sEH enzymatic activity, activator screen; activation, % at 2 µM; hit rate 0.04% among 91,000; AID 717; in the data active means activation above about 37%; further: values of inactives mirror those of a sister screen read the other way
PostGolgi yeast – growth inhibition of a yeast mutant, post-Golgi transport screen | AID 739 | inhibition, % at 10 µM | post-Golgi transport phenotypic cell assay | hit rate 0.9% among 98,000;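 further: yeast cells grown in 1536-well plates; yeast grown about 18 h at 30C before absorbance read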
sEH inhibitor – soluble epoxide hydrolase (human) inhibition | inhibition, % at 2 µM | AID 707 | hit rate 0.34% among 91,000 | P34913 | recombinant human sEH enzymatic activity assay; in the data active means inhibition above about 80%; further: values of inactives mirror those of a sister screen read the other way; many of its hits are not listed in these tables
The depositor's hits bear a star; x = no result given. Unless noted, no stated cut-off is given here; in the data, active means inhibition above about 30%; inactive means the rest.

cpd	Structure	PostGolgi ctrl	CYP2C19 inhib	S1P2 agonist	CYP2C19 act	DAT uptake mod
1	CC1(C)CC(=O)C(C=Nc2ccc3cn[nH]c3c2)=C(O)C1	6.8	53.8*	-1.5	0.5	0.808
2	N#CCSc1nnc(N)s1	11.7	16.8	-8.2	0.8	-0.582
3	NC(=O)C(Cc1ccccc1)NS(=O)(=O)c1ccc(N2CCCC2=O)cc1 (centres undefined)	1.3	-11.7	-1.6	1.1	-0.0268
4	CCCCCC(=O)N/N=C(\C)c1ccc(Cl)cc1	-0.3	48.2	0.6	0.5	-0.536
5	O=C(CS(=O)(=O)Cc1ccccc1)Nc1ccccn1	4.5	x	-0.3	x	1.85
6	CCOC(=O)N1CCN(CC(=O)Nc2c(C(=O)OC)[nH]c3cc(C)ccc23)CC1	9.1	2.3	-4.5	1	0.97
7	O=C(NCc1ccccc1)C1CCN(C(=O)NCc2ccccc2)CC1	2.6	-7.3	x	1.1	-0.0195
8	CCOC(=O)c1ccccc1NC(=O)CCNC(=O)Cn1cnc2ccccc2c1=O	17.9	-3.1	-9.6	1	-0.102
9	C/C(=C\C#N)n1nc(C)cc1N	19.5	-3.0	0.5	1	0.528
10	CCn1c(SCc2ccc(C(=O)OC)o2)nnc1-c1c[nH]c2ccccc12	0.5	98.4*	-1.0	0	0.63
11	CC1CCc2cc(F)ccc2N1C(=O)CSc1nnc2c(n1)[nH]c1ccc(F)cc12 (centres undefined)	5.3	76.7*	-0.2	0.2	1.2
12	C=CCn1c(COc2ccccc2)nnc1SCC(=O)NCC(=O)OCC	2.5	-8.4	-4.4	1.1	0.603

cpd	S1P2 blocker	sEH act	PostGolgi yeast	sEH inhibitor
1	-5.7	-10.3	-10.4	13.2
2	11.7	8.8	0.5	-8.7
3	7.0	5.8	21.8	-4.3
4	4.3	-34.2	-2.1	34.5
5	-30.6	7.3	13.2	-3.3
6	21.6	3.7	1.2	-4.9
7	x	x	-1.0	x
8	22.6	x	-9.2	x
9	-24.0	5.8	-15.9	-6.2
10	1.8	x	0.6	x
11	-23.8	9.9	1.7	-7.7
12	13.3	-3.3	-7.5	6.4

Additional structures:
cpd	Structure	PostGolgi ctrl	CYP2C19 inhib	S1P2 agonist	CYP2C19 act	DAT uptake mod
13	Cc1ccc2[nH]c3c(=O)n(CCN4CCOCC4)cnc3c2c1	8.3	8.2	-10.8	0.9	0.518
14	COc1ccc(-c2nn(C)c(=O)c3ccccc23)cc1NC(=O)COc1ccccc1	0.3	25.6	-2.1	0.7	0.706
15	O=C1Nc2ccc(S(=O)(=O)NCCC3=CCCCC3)c3cccc1c23	8.3	61.4*	-2.6	0.4	0.621
16	Clc1ccc(Sc2ccc(/C=N/n3cnnc3)o2)cc1	22.6	77.4*	-7.6	0.2	-0.643
17	C/C(N)=C(/C#N)C(=O)CN1CCCCC1	-8.1	-10.7	-6.5	1.1	0.0987
18	CCCCOC(=O)CSC1=C(C#N)C(c2ccccc2OC)C(C#N)C(=O)N1 (centres undefined)	14.7	63.5*	-5.8	0.4	2
19	O=C(Cc1ccccc1F)Nc1ccc(Cl)nc1	x	x	-4.9	x	-0.359
20	COc1ccc2c(CC(=O)Nc3c(C)n(C)n(-c4ccccc4)c3=O)coc2c1	-4.1	13.1	-1.8	0.9	-0.206
21	CC(C)CC(c1nnnn1Cc1ccco1)N1CCN(C2CCCC2)CC1 (centres undefined)	-1.2	3.7	0.7	1	-0.149
22	O=C(CCCNS(=O)(=O)c1cccc2nsnc12)NCCc1ccccc1	4.0	49.7	-2.9	0.5	0.302
23	CC(NC(=O)C(C)(C)C)c1nc2ccccc2n1C (centres undefined)	18.1	-7.4	x	1.1	0.0579
24	COc1ccc(CN2C(=O)NC3(CCCCC3)C2=O)cc1F	10.0	18.7	-1.2	0.8	0.00883

cpd	S1P2 blocker	sEH act	PostGolgi yeast	sEH inhibitor
13	5.2	-4.9	2.5	8.3
14	-17.5	17.8	1.7	-19.9
15	20.3	3.0	-5.8	-8.8
16	8.0	-5.9	5.5	5.4
17	27.7	-3.0	14.9	3.5
18	19.2	12.4	2.7	-10.6
19	-13.4	2.5	x	-1.9
20	-10.3	7.6	-5.3	-6.8
21	-9.8	5.4	-1.8	-3.2
22	11.4	-19.1	-6.3	19.1
23	x	x	2.0	x
24	-1.0	11.2	0.2	-8.2

The list goes on:
cpd	Structure	PostGolgi ctrl	CYP2C19 inhib	S1P2 agonist	CYP2C19 act	DAT uptake mod
25	COC(=O)C(O)(CC(=O)Nc1ccc(Cl)cc1F)C(F)(F)F (centres undefined)	2.0	12.6	-6.8	0.9	0.17
26	O=C(CSc1nnc(C2COc3ccccc3O2)o1)NC1CCCCC1 (centres undefined)	2.6	50.4*	x	0.5	0.978
27	O=C(NC1CCCCC1)c1cc([N+](=O)[O-])ccc1N1CCCCC1	8.1	44.3	4.4	0.6	-0.415
28	CCOC(=O)c1cc(NC(=O)N2CCOCC2)c(C)nc1C	7.7	5.1	-1.5	0.9	0.853
29	CC1(C)Cc2c(sc3nn[nH]c(=O)c23)CO1	7.7	-8.7	-6.8	1.1	0.0618
30	CCN(C(=O)c1ccc(NC(C)=O)cc1)c1ccccc1C	1.5	-12.8	-5.4	1.1	0.414
31	CC(c1ccco1)N(C(=O)c1cccs1)c1ccccn1 (centres undefined)	41.4*	11.7	-3.7	0.9	-1.23
32	O=S(=O)(NCc1csc(-c2cccnc2)n1)c1cccs1	0.8	41.4	x	0.6	-0.718
33	COc1ccc(Oc2c(C)oc3c(CN(C)C)c(O)ccc3c2=O)cc1	2.4	2.5	-0.8	1	-0.0206
34	CCOC(=O)Cn1cc(C=O)c2ccccc21	0.8	-2.0	-6.0	1	-10.2*
35	CC1(C)C(=O)OC(c2cccs2)C(C)(C)C1=O (centres undefined)	-3.6	70.8*	-7.5	0.3	-0.468
36	COc1ccc(C2CC(C(F)(F)F)n3ncc(C(=O)NCc4cccnc4)c3N2)cc1OC (centres undefined)	8.3	19.5	1.2	0.8	0.528

cpd	S1P2 blocker	sEH act	PostGolgi yeast	sEH inhibitor
25	-11.7	-0.7	-4.7	5.9
26	x	x	-2.6	x
27	-5.5	-8.5	-1.4	8.5
28	8.9	-1.3	3.5	-0.5
29	2.5	x	-2.7	x
30	0.7	1.3	10.9	1.1
31	8.7	0.4	3.0	-0.8
32	x	x	3.7	x
33	-2.2	2.4	1.4	0.9
34	-10.3	15.7	42.1*	-19.2
35	-2.8	-7.8	5.8	9.2
36	-30.9	13.7	-6.0	-13.4

Other entries follow.
cpd	Structure	PostGolgi ctrl	CYP2C19 inhib	S1P2 agonist	CYP2C19 act	DAT uptake mod
37	C=CCOC(=O)CCP(=O)(CCC(=O)OCC=C)c1ccccc1	2.7	49.9	-8.2	0.5	-0.909
38	COc1ccc(Cc2nc(-c3cccs3)no2)cc1OC	10.5	78.0*	-2.8	0.2	0.175
39	O=C(Nc1ccccc1)O/N=C/c1ccncc1	-0.6	69.8*	-1.0	0.3	0.14
40	COC(=O)N1CC(=O)N(OC)C1c1ccc(Cl)cc1Cl (centres undefined)	0.6	86.9*	-2.5	0.1	-1.15
41	Clc1ccc(C(c2nnnn2C2CCCC2)N2CCN(Cc3ccncc3)CC2)cc1 (centres undefined)	4.7	98.1*	-8.1	0	-0.0131
42	Cc1nc(C)c(C(=O)Nc2nc3c(C)cccc3s2)o1	1.3	1.9	-4.7	1	-0.0559
43	Fc1ccc(C2NCCn3cccc32)cc1 (centres undefined)	18.1	-6.8	-5.7	1.1	-2.12
44	Cc1ccc(C)c(Cn2nnc3c(=O)[nH]c(C(=O)NCc4ccco4)nc32)c1	13.1	-15.3	x	1.2	-0.0475
45	CCOC(=O)C(C(C)=O)C(c1ccc(OC)cc1)C(C(C)=O)C(=O)OCC (centres undefined)	11.4	-8.0	-5.2	1.1	0.0094
46	O=C(NCc1ccncc1)C1COc2ccccc2O1 (centres undefined)	6.0	50.6*	0.3	0.5	-0.0333
47	COc1ccc(C(C)=O)cc1CN1C(=O)NC2(CCCCC2)C1=O	-3.7	34.5	-5.5	0.7	-0.262
48	Nc1c(S(=O)(=O)c2cccs2)c2nc3ccccc3nc2n1Cc1cccs1	2.1	1.3	-10.5	1	-0.819

cpd	S1P2 blocker	sEH act	PostGolgi yeast	sEH inhibitor
37	1.5	7.5	3.1	-6.1
38	-8.5	-0.8	-0.9	-1.8
39	12.6	3.5	5.8	0.6
40	-8.5	-1.8	1.5	0.8
41	11.6	6.0	11.0	-5.9
42	15.5	5.0	8.9	-8.1
43	16.4	12.2	2.6	-12.3
44	x	x	-4.8	x
45	17.4	6.9	-9.7	-4.1
46	7.8	-1.7	-5.9	0.6
47	-5.2	6.0	-3.2	-4.5
48	-2.8	-5.0	-2.1	4.0

More results follow.
cpd	Structure	PostGolgi ctrl	CYP2C19 inhib	S1P2 agonist	CYP2C19 act	DAT uptake mod
49	Cc1ccc(CSCC(Nc2ccc(C(=O)O)cc2[N+](=O)[O-])C(=O)O)cc1 (centres undefined)	6.6	-13.5	-3.0	1.1	-1.84
50	O=C(O)c1cccc(NC(=O)C2CC(=O)N(Cc3ccccc3)C2)c1 (centres undefined)	28.0	-1.9	-2.5	1	0.531
51	Cc1noc(C)c1C(=O)Nc1ccc(F)cc1F	5.8	3.1	-1.1	1	0.307
52	Cc1cc(NS(=O)(=O)c2ccc(C3CCCCC3)cc2)no1	33.5*	11.9	0.2	0.9	0.0667
53	Cc1ccc(C)c(NC(=O)Cn2c([N+](=O)[O-])cnc2C)c1	2.1	-12.9	-1.9	1.1	-0.311
54	CCOc1cc(C#N)c(NC(=O)c2cccnc2Cl)cc1OCC	6.3	-7.0	-3.5	1.1	-0.442
55	O=C1c2cccnc2C(=O)N1c1cccc(-c2nc3ccccc3o2)c1	-9.5	3.0	-5.8	1	0.0911
56	CCCCNC(=O)C1CCCN(S(=O)(=O)c2ccc(S(=O)(=O)NCC(C)C)cc2)C1 (centres undefined)	-4.1	6.5	-2.4	0.9	-0.55
57	Cc1ccccc1-c1nnc(SCc2ccc(F)cc2)o1	35.4*	-2.4	-7.2	1	0.318
58	COc1ccc(S(=O)(=O)N2CCN(C)CC2)c2ccccc12	1.4	12.9	x	0.9	0.336
59	COC(=O)c1cc(Br)c(=O)n(CCc2ccc(O)cc2)c1	5.6	51.5*	-4.3	0.5	1.34
60	Cc1cc2oc(C(=O)NCc3ccc4c(c3)OCO4)c(C)c2cc1C	18.9	49.4	0.2	0.5	0.481
61	Cc1cc(C)nc(NC(=O)c2cc3ccccc3o2)n1	16.2	-2.8	0.1	1	0.935
62	CNc1cc(C(F)(F)F)nc(-c2ccccn2)n1	11.7	3.3	-8.7	1	0.718

cpd	S1P2 blocker	sEH act	PostGolgi yeast	sEH inhibitor
49	-19.9	15.5	7.3	-18.8
50	7.7	-4.2	-3.7	-1.1
51	0.7	-1.2	6.1	2.1
52	-4.1	14.3	8.3	-15.1
53	6.4	-8.8	1.3	7.7
54	11.6	-10.8	-3.4	10.4
55	3.1	10.4	-1.2	-6.3
56	-2.1	-70.9	-4.0	70.4
57	-20.7	-2.3	-2.5	3.5
58	x	x	-7.1	x
59	-3.9	-9.2	-3.1	12.4
60	4.3	5.9	-7.8	-9.6
61	-3.6	2.7	1.3	-6.0
62	13.9	7.7	1.1	-8.1
